# Hep lipid drop: modulators of hepatic lipid droplet formation | AML12 mouse hepatocytes, oleate lipid droplets, BODIPY imaging | inhibition, % at 6.5 µM | hit rate 0.4% among 240,000 | AID 1656;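 active means lipid droplet intensity inhibited by at least 50%, with more than 500 cells counted; inconclusive means wells with under 300 cells, treated as cytotoxic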
#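 Test system: AML12 hepatocytes (mouse); reagent: oleate loading, 100 µM; dosing: one dose, 6.5 µM compound; incubation: overnight exposure; signal: fluorescence imaging, 20x objective, two fields per well; read-out basis: % inhibition of corrected integrated BODIPY droplet signal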
# MT stabilizer: microtubule stabilization, imaging screen; hit rate 0.83% among 200,000; HeLa tubulin immunostaining HCS, 24 h; share of cells brighter than vehicle mean+2SD; % tubulin-high responders, % at 10 µM; AID 2205;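 active means plate Z-score above 3 for both tubulin-high and condensed-nucleus cell shares, with cell loss under 80%, at 10 µM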;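 further: anti alpha tubulin signal scored within the nucleus-defined area of each cell; some results filed as inactive read as strong as hits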
# P. falciparum M1AAP: P. falciparum M1AAP inhibitors, biochemical, fluorogenic H-Leu-NHMec substrate, 1536-well (AID 1445) | recombinant M1AAP, H-Leu-NHMec fluorogenic kinetic assay; higher % means a stronger effect | hit rate 0.42% among 220,000 | inhibition, % at 30 µM, or IC50 in µM where a hit was titrated;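 active means primary inhibition above the hit cutoff, then over 50% inhibition at one or more dose response concentrations, cut at about 23% in these data, passing the limit was not always enough; inconclusive means conflicting primary data, or primary hits not chosen for dose response; inactive means low primary inhibition, or under 50% at every dose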;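 further: plate controls were DMSO full reaction for no effect and no enzyme background for full effect; strong numbers were not always called active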
# P. falciparum M17LAP: P. falciparum M17LAP inhibitors, primary screen, biochemical, fluorogenic H-Leu-NHMec substrate, 1536-well (AID 1619); hit rate 0.38% among 220,000; one-dose inhibition, % at 30 µM; IC50 in µM for titrated hits; recombinant M17LAP, H-Leu-NHMec fluorogenic kinetic assay; higher % means a stronger effect;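 active means compound inhibiting the enzyme by more than half at any dose during confirmatory dose-response retesting; inconclusive means strong single-dose inhibitors picked by rank but not retested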;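 further: plate controls were full reaction with DMSO carrier for no effect and no enzyme background for full effect; strong numbers were not always called active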
# Dynein transport: blocks dynein driven cargo transport along microtubules. hit rate 0.47% among 220,000. z-score, hits read low. 3617.4 mouse cells, GR-EGFP nuclear translocation imaging; test concentration mostly 20 µM; stimulated with dexamethasone, 1 µM; active compounds read low. AID 1381;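 active means plate z-score of nuclear minus cytoplasmic receptor signal below a set negative limit, without overly bright fluorescence or cell loss, cut at about -3.5 in these data, passing the limit was not always enough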;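 further: z-score of nuclear minus cytoplasmic ring GR-EGFP intensity difference per well; some compounds called inactive have numbers as strong as hits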
#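 Also added: dexamethasone, 1.0 µM final. Medium: tet-free, stripped-serum medium. Detection: fixed, Hoechst-stained cells imaged at 10x for EGFP. Read-out: nuclear-to-cytoplasmic GR-EGFP distribution per well. Times: induction 48 h, compound 1 h, agonist 30 min.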
# Yfh1-off respiration: mitochondrial function rescue without frataxin homolog – Friedreich's ataxia, plus single-dose screen, dose response (AID 1465). S. cerevisiae Yfh1-off respiration, WST-1 reduction, 72 h; higher fold induction means a stronger effect. one-dose fold induction at 50 µM; EC50 in µM for titrated hits. hit rate 0.074% among 220,000;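 active means fold induction of absorbance versus untreated yeast above a set limit, then at least 30% activation at any dose in follow-up; inconclusive means repeats straddling the limit, or above it without dose testing; inactive means fold induction below the set limit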;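 further: activators that raise dye reduction in frataxin-depleted yeast; strong numbers were not always called active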
# Insulin prom up: MIN6 insulin promoter up-regulation | MIN6 insulin promoter-GFP reporter, high-content imaging; active compounds read high | z-score at 5 µM | hit rate 0.3% among 190,000 | AID 1625;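 active means z-score above 3 at 5 µM with at least 500 cells counted in the well; inconclusive means wells under 500 cells, flagged as cytotoxic or low count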
# CSM14.1 death rescue: protection against thapsigargin-triggered cell killing – 384-well, CSM14.1, ATP luminescence, primary screen (AID 1222) | CSM14.1 thapsigargin-induced death rescue, ATP luminescence; higher % means a stronger effect | cellular ATP content (survival), % at 20 µM, or EC50 in µM where a hit was titrated | 190,000 tested, under 10 active;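 active means EC50 below 50 µM in the dose-response confirmation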;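 further: death triggered by thapsigargin at about 15 µM added after 2 h compound pretreatment; cell ATP read after overnight thapsigargin exposure of roughly 18 to 22 hours; normalized against plate controls of thapsigargin alone and 5% DMSO vehicle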
# Autophagy HCS: autophagy modulation, high-content screen | MEF GFP-LC3 puncta imaging; test concentration mostly 10 µM | calls only at 10 µM (by protocol) | hit rate 0.98% among 190,000 | AID 463193;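 active means percentage of spot-positive cells more than 3 SD above its plate mean, without a fluorescence outlier flag or 80% toxicity; inconclusive means no clear call, values can overlap the other calls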;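 further: spot-positive cell cutoff set from DMSO-treated cells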
# Dynein transport cytoplasmic EGFP: also measured in Dynein transport; calls as there; z-score; measured here: cytoplasmic GR-EGFP intensity; active compounds read high
# Dynein transport nuclear GR-EGFP: further read-out of Dynein transport, marked with its call; z-score; measured here: nuclear GR-EGFP intensity;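 lower value marks the stronger effect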
# Dynein transport cell count: recorded beside Dynein transport, whose call it bears; z-score; measured here: cell count per field
# Insulin prom up cell count: further read-out of Insulin prom up, marked with its call; cell count; measured here: cytotoxicity, nuclei count;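 total cells summed across four imaged fields per well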
# Hep lipid drop cells 6.5 µM: further read-out of Hep lipid drop, marked with its call; cell count; measured here: cell count, cytotoxicity flag;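 cells counted across two imaged fields per well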
# MT stabilizer Hoechst-high %: recorded beside MT stabilizer, whose call it bears; % Hoechst-high responders; measured here: nuclear condensation Hoechst responders;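 share of cells brighter than vehicle mean plus two SD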
# MT stabilizer cytotoxicity %: also measured in MT stabilizer; calls as there; toxicity, %; measured here: cytotoxicity by cell density;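 0% = mean cell density of plate MIN control wells and 100% = no cells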
# Autophagy HCS cell loss 18 h: recorded beside Autophagy HCS, whose call it bears; toxicity, %; measured here: cell loss, nuclei count;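 cell loss after 18 h compound exposure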
# * hit, by the source's call; i = inactive; ? = inconclusive; . = no result given.
SMILES,Hep lipid drop,Hep lipid drop cells 6.5 µM,MT stabilizer,MT stabilizer Hoechst-high %,MT stabilizer cytotoxicity %,P. falciparum M1AAP,P. falciparum M17LAP,Dynein transport,Dynein transport cytoplasmic EGFP,Dynein transport nuclear GR-EGFP,Dynein transport cell count,Yfh1-off respiration,Insulin prom up,Insulin prom up cell count,CSM14.1 death rescue,Autophagy HCS,Autophagy HCS cell loss 18 h
Cc1ccccc1NC(=O)c1ccc(F)c(S(=O)(=O)N2CCCCC2)c1,6,648,4.0,1.8,0.4,2%,1%,2.2,-0.12,1.1,-1.4,i,-0.04,1362,-1.8%,i,0
O=C(Nc1cccc(S(=O)(=O)N2CCCC2)c1)c1cc(-c2ccccn2)nc2ccccc12,-1,710,3.9,2.5,6.2,2%,1%,1.3,-0.12,0.059,-1.9,i,.,.,-0.6%,i,9
COc1ccc(-c2csc(N3CCN(C(=O)c4ccccc4)CC3)n2)cc1,-11,725,4.7,3.9,2.5,5%,7%,-0.96,-0.26,-0.48,0.87,i,.,.,-3.4%,i,-5
CCOC(=O)C1CCCN(C(=O)c2cccc(S(=O)(=O)N3CC(C)OC(C)C3)c2)C1 (centres undefined),-3,683,.,.,.,1%,6%,-0.34,-0.18,-0.063,0.36,i,-0.25,1018,.,.,.
COc1cc(/C=C2\C(C)=C(C#N)c3nc(N)c(C#N)c(C)c32)ccc1OCC(=O)O,-21,726,.,.,.,10%,16%,-0.83,-0.27,-0.41,1.1,i,-0.76,1350,.,.,.
Cc1nn(CCC#N)c(NC(=O)c2ccc(Cl)cc2)c1P(=O)(Nc1ccc([N+](=O)[O-])cc1)N1CCOCC1 (centres undefined),-2,795,2.4,1.7,7.5,6%,17%,-0.43,-0.1,-0.061,0.52,i,0.29,881,0.5%,i,-10
COC(=O)c1ccc(Cl)c(NS(=O)(=O)c2ccc3c(c2)OCCO3)c1,-2,732,39*,43*,31*,30µM*,12%,-0.079,-0.062,-0.12,0.62,i,.,.,-2.8%,i,12
COc1cccc(N2C(=O)CC(c3c[nH]c4ccccc34)C2=O)c1 (centres undefined),-1,773,5.4,2.2,6.4,4%,-1%,-0.97,0.11,-1.1,1.1,i,0.65,1311,-1.6%,i,-7
COc1ccc(C2SCC(=O)N2c2c(C)n(C)n(-c3ccccc3)c2=O)cc1 (centres undefined),.,.,1.5,5.0,7.7,2%,-10%,-0.8,0.15,-0.18,1.1,i,0.06,1015,1.2%,i,-7
CN(C)/C=N/c1ncc(C(=O)OC(C)(C)C)s1,-5,752,2.4,2.3,5.9,2%,12%,0.2,-0.013,0.0026,-0.56,i,0.02,1249,.,i,-7
Cc1ccc(S(=O)(=O)N(C)C)cc1NC(=O)CN1CCN(Cc2ccccc2)CC1,8,679,4.9,0.9,5.0,3%,-1%,0.79,-0.28,0.17,-0.48,i,-0.5,1306,-0.9%,i,4
CCc1ccc(/C=N/NC(=O)c2cc(-c3ccncc3)nc3ccccc23)s1,?,.,9.4,26,45,16%,-2%,0.76,-0.24,0.45,-0.5,i,0.45,738,-2.4%,i,42
CC1CN(CCCOc2ccccc2-c2ccccc2)CC(C)O1 (centres undefined),-1,739,4.2,1.6,7.8,1%,-3%,-1.1,-0.3,-0.52,0.98,i,-1,1382,-1.8%,i,-3
Cc1ccc2nc(SCC3CCCCO3)[nH]c2c1 (centres undefined),-44,716,.,.,.,3%,-42%,-0.61,-0.83,-0.53,0.059,i,0.3,960,.,.,.
Cc1sc2nc(SCC(=O)NCc3ccco3)n(Cc3ccccc3)c(=O)c2c1C,1,794,1.0,0.9,8.7,4%,2%,-0.12,-0.44,0.034,0.81,i,-0.78,912,-1.9%,i,-10
O=C(Nc1cccc(F)c1)N1CC=C(n2c(=O)[nH]c3ccccc32)CC1,0,721,2.4,2.7,5.7,6%,-7%,2.7,-0.19,1.7,-1.6,i,.,.,-2.8%,i,-4
CN(Cc1cc(-c2ccccc2)on1)C(=O)c1cc(COc2c(F)cccc2F)on1,-5,681,1.2,1.8,1.5,0%,-2%,0.57,-0.15,0.48,-0.89,i,1.3,1460,0.7%,i,15
COC(=O)[C@@]1(Cc2ccc(F)cc2)[C@H]2c3cc(C(=O)N(C)C)n(CCSCCO)c3C[C@H]2CN1C(=O)c1ccccc1,-4,716,3.5,2.6,5.6,1%,-14%,0.45,0.17,0.57,0.23,i,-0.73,1309,-1.4%,i,29
N#Cc1nc(Cc2cccc3ccccc23)oc1NCCCn1ccnc1,-22,643,6.1,3.0,7.4,9%,-4%,-0.52,-0.17,-0.016,-0.11,i,0.39,1164,-2.1%,i,12
O=C(Nc1cc(N2CCOCC2)ncn1)c1ccc(F)cc1,-4,681,5.3,3.0,1.8,1%,-2%,-0.31,-0.33,0.039,0.49,i,-0.18,1509,-0.6%,i,19
CSc1cccc(NC(=O)Nc2ccccc2)c1,-4,749,4.4,3.7,5.9,-9%,4%,-0.55,0.071,0.19,-0.45,i,-0.2,1110,-1.9%,i,-2
Cc1cc(C)n(C(=O)COc2c(C)cccc2C)n1,2,760,3.6,1.5,7.1,10%,-9%,0.031,-0.27,0.34,1.4,i,1.2,1265,-2.8%,i,-4
COC(=O)c1ccccc1NC(=S)N1CCN(C2CCCCC2)CC1,0,707,3.8,2.9,1.1,-3%,9%,-0.86,-0.31,0.06,0.31,i,-0.34,1164,1.9%,i,8
O=C(Oc1c(CN2CCOCC2)cc(Cl)c2cccnc12)c1ccccc1F,2,703,4.7,1.2,5.9,-2%,2%,-0.76,-0.053,0.022,0.67,i,-1.6,867,2.7%,i,35
COc1ccc(-c2csc(-c3[nH]cnc3N)n2)cc1,34,785,5.1,2.5,6.8,4%,-4%,0.46,0.12,0.41,-0.88,i,.,.,2.0%,i,3
O=C(Nc1ccc(Cl)cc1Cl)c1ccc(-c2ccccc2)cc1,0,695,3.1,2.2,0.9,4%,28%,0.052,-0.19,0.2,-0.65,i,0.06,1250,-4.0%,i,9
O=C(NCCN1CCOCC1)c1ccc2ccccc2n1,7,793,1.2,1.3,5.0,-3%,-9%,-0.19,-0.062,0.071,0.55,i,0.32,824,0.1%,i,-2
c1cn2c(NC3CCCC3)c(-c3ccc(N4CCOCC4)cc3)nc2cn1,.,.,1.7,3.3,5.1,17%,-1%,0.14,-0.09,0.21,-0.67,i,0.08,939,-2.6%,i,2
O=C1CC(c2ccccc2)n2ncnc2N1 (centres undefined),-8,734,2.8,1.2,4.4,4%,-1%,-0.77,1.1,0.12,0.94,i,.,.,-1.5%,i,3
Cc1ccc(S(=O)(=O)N2CC=C(c3c(C)n(C)c4ccccc34)CC2)cc1,-6,534,3.3,3.8,11,0%,-5%,1.9,-0.23,1,-0.85,i,-0.17,1371,-0.9%,i,10
Cc1ccc(-c2csc(NC(=O)c3ccc(C)o3)n2)cc1,-7,662,3.5,2.6,1.6,-1%,-1%,0.47,-0.31,-0.14,-0.097,i,0.44,1236,-3.9%,i,3
CCOc1cc(C2c3c(oc4ccccc4c3=O)C(=O)N2c2nccs2)ccc1O (centres undefined),0,742,.,.,.,0%,11%,0.49,-0.68,-0.069,-0.51,i,0.15,1016,.,.,.
O=C(c1cc2nc(-c3cccs3)cc(C(F)(F)F)n2n1)N1CCCc2ccccc21,.,.,1.9,1.4,7.1,3%,10%,-0.31,-0.24,0.45,0.5,i,-2.6,1000,-2.2%,i,-18
Cc1nc2ccccc2nc1N/N=C/c1ccc(O)cc1O,0,709,.,.,.,-9%,8%,-1.1,-0.074,-0.92,1.3,i,-3.3,1214,.,.,.
Cc1ccc(-c2noc(CCC(=O)NCCN3CCN(Cc4ccccc4)CC3)n2)cc1,.,.,2.9,1.7,5.6,3%,2%,0.94,-0.25,0.45,0.16,i,?,.,0.3%,i,-1
CCn1c(=O)n(CC)c2cc(S(=O)(=O)N3CCC(c4ccccc4)CC3)ccc21,-5,682,1.7,2.1,29,2%,0%,-0.23,-0.29,0.16,0.81,i,0.08,1247,-0.4%,i,16
Cc1ccc(C2=NN(C(=O)CN3C(=O)c4ccccc4S3(=O)=O)C(c3ccco3)C2)cc1 (centres undefined),3,663,1.7,1.7,7.9,2%,42%,-0.75,-0.13,-0.5,0.37,i,-0.02,1549,0.9%,i,-2
CC(C)(C)NC(=O)C(Cc1ccccc1)NS(=O)(=O)c1ccc2c(c1)CCC(=O)N2 (centres undefined),.,.,5.9,3.8,9.9,-2%,15%,3.1,-0.009,2.4,-2.5,i,0.5,1162,-2.0%,i,-5
